Screens as filed in PubChem BioAssay.
EPAC1 antagonist: antagonists of human EPAC1. Potency, µM (doses to about 115 µM), for inactives: at the top dose activity change, negative = inhibition, hits mostly inhibitors. O95398. AID 720709. EPAC1 GEF assay, Rap1b-BODIPY-GDP exchange fluorescence. 360,000 compounds, 0.14% hits;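 note: potency is the fitted concentration of half-maximal effect; plate controls were vehicle for no effect and positive control for full effect; nearly all actives have a fitted effect of over 50% in size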
Target sequence (O95398 whole entry, looked up): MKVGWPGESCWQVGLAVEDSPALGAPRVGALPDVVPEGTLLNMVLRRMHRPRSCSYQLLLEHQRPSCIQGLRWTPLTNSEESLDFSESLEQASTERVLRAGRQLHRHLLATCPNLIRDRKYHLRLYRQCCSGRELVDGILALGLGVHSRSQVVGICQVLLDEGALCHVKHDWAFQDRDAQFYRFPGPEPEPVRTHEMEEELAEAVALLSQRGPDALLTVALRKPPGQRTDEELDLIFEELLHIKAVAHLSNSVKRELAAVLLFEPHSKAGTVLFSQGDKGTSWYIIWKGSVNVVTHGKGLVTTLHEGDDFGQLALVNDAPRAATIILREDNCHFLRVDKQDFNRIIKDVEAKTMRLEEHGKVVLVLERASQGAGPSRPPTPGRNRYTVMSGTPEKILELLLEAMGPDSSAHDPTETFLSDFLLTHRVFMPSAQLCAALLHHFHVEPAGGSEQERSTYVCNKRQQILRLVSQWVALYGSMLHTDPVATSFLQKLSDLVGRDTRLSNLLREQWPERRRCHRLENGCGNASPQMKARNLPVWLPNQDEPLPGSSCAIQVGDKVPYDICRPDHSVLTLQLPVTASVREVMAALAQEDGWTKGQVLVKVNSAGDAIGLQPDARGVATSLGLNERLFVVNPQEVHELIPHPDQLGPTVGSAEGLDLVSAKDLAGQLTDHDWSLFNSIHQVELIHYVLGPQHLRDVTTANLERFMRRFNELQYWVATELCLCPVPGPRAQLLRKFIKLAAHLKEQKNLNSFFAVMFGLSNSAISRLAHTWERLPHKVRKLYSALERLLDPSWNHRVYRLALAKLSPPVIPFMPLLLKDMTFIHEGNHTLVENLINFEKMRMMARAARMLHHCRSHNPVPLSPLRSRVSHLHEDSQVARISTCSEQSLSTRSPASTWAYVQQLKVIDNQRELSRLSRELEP
PI5P4Ka inh: inhibitors of human PI5P4K alpha; P48426; PI5P4Kalpha enzyme, ADP-Glo luminescence, 60 min; active compounds read low; max response, %; 330,000 compounds, 1.2% hits; AID 652105; active = max response of -50% or lower; inconclusive = between -30% and -50%; inactive = -30% or higher; note: value at the top dose of about 77 µM; % is set by controls: 0 for no effect and ±100 for the full control effect
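ADP-Glo luminescence end-point after a 60 min room-temperature kinase reaction. PI5P4Kalpha and substrate in HEPES pH 7.4 buffer with EGTA, 0.1% CHAPS and 5% DMSO; ATP at 5 microM final.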
PLK1 PBD inh: inhibitors of human PLK1 polo-box domain binding; Plk1 PBD binding of FITC phosphopeptide, fluorescence polarization; Potency, µM, without a hit: max response, negative = inhibition, usual class: inhibitors; 360,000 compounds, 2.8% hits; AID 720504; note: potency is the fitted concentration of half-maximal effect; series mostly up to about 57 µM; % is set by controls: 0 for no effect and ±100 for the full control effect; nearly all actives have a fitted effect of over 65% in size
GLP1R ag: agonists of human GLP-1 receptor; HEK293 GLP-1R CRE-luciferase, luminescence, 4-6 h; cells express a hypersensitive GLP-1R form; Potency, µM (series often up to 45.6 µM), for the others: top-dose activation, hits mostly activators; 380,000 compounds, 0.007% hits; AID 624172; note: potency is the fitted concentration of half-maximal effect; % of control where 0% means no effect
PTHR1 agonist: agonists of human PTHR1 parathyroid hormone receptor | HEK293 GP2 PTHR1 cells, GloSensor cAMP luminescence, 1 h | Potency, µM (series often up to 115 µM), inactives show top-dose activation, usual class: activators | AID 743266 | Q03431 | 410,000 compounds, 0.075% hits; note: potency is the fitted concentration of half-maximal effect; nearly all actives have a fitted effect of over 55% in size; some results filed as inactive show a strong effect at the top dose; inactives centre near -15; many of its hits are not listed in these tables
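HEK-293-derived GP2 cells expressing PTHR1 and a GloSensor cAMP reporter, 3,000/well, plated overnight, given luciferin plus IBMX (each 0.5 mM as added) for 1 h at 37 °C, then compound for 1 h at 37 °C. Luminescence was read after 15 min at room temperature.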
EPAC1 agonist: agonists of human EPAC1 | O95398 | EPAC1 agonist qHTS, biochemical assay; response scale: 100% = response to 6.5 mM cAMP | Potency, µM (series often up to 154 µM), without a hit: at the highest dose activation, most hits filed as activators | 360,000 compounds, 0.073% hits; note: potency is the fitted concentration of half-maximal effect; nearly all actives have a fitted effect of over 60% in size
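Multi-concentration qHTS readout: loss of Rap1B-bound BODIPY-GDP fluorescence driven by 100 nM EPAC1 with excess GDP (50 uM), monitored kinetically at room temperature; agonist response expressed relative to 6.5 mM cAMP.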
HEK293 tox: cytotoxicity in counter-screen for GLP-1R inverse agonists; Potency, µM (series often up to 38.3 µM), for inactives: at the top dose activity change, negative = inhibition, usual class: inhibitors; HEK293 cAMP-luciferase reporter cells, luminescence, 24 h; 410,000 compounds, 0.13% hits; AID 624418;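 note: loss of luciferase light is scored as toxicity; potency is the fitted concentration of half-maximal effect; % is set by controls: 0 for no effect and ±100 for the full control effect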
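Luminescence readout: signal drop marks cytotoxicity. Plated cells grew 12 h at 37 °C, 5% CO2, received 23 nL compound for 24 h, then got luciferase reagent, read after 12 min at RT.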
IL-2 act: activators of IL-2. activation, % (series mostly up to about 46 µM). AID 652025. IL-2 activation reporter assay, cell-based qHTS; stimulated with anti-CD3/CD4/CD28 beads; in transgenic mouse T cells. 360,000 compounds, 0.065% hits; in the data active = activation above about 50%; inconclusive = mostly about 30% to 49%; note: 0% is about no effect
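Readout is EGFP and DsRed signal by fluorescent plate cytometry after 18 h at 37 degrees C. Transgenic mouse T cells (750/well) received compound for 60 min before bead stimulation (anti-CD3, anti-CD4, anti-CD28); memory T cells served as non-tolerant control.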
GLP1R inv ag: inverse agonists of human GLP-1 receptor; P43220; HEK293 GLP-1R CRE-luciferase, luminescence, 24 h; GLP-1R form is constitutively active; Potency, µM (series often up to 38.3 µM), without a hit: top-dose activity change, negative = inhibition, actives largely listed as inhibitors; 410,000 compounds, 1.6% hits; AID 624417; note: potency is the fitted concentration of half-maximal effect; % is set by controls: 0 for no effect and ±100 for the full control effect; nearly all actives have a fitted effect of over 55% in size
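HEK293 cells stably co-expressing constitutively active GLP-1R and a cAMP-responsive luciferase reporter were seeded in DMEM with 10% Nu serum, given compounds after 12 h, and incubated 24 h at 37 deg C. Luminescence was then read.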
Starred values were filed as active, the others as inactive; i = inactive; ? = inconclusive; . = no result given; [ ] = dose if it differs, or a comment. Unless noted, calls come from the whole dose curve; as a rule, active = well fitted curve in the direction sought with a large enough effect; inconclusive = small, poorly fitted or top-dose-only effect, or another doubt; inactive = no such curve, though single readings can be large; an effect the other way counts as inactive or inconclusive. Some of the compounds tested. The share of hits here may be higher or lower than overall.

# | Structure | EPAC1 antagonist | PI5P4Ka inh | PLK1 PBD inh | GLP1R ag | PTHR1 agonist | EPAC1 agonist | HEK293 tox | IL-2 act | GLP1R inv ag
1 | COc1cc([N+](=O)[O-])ccc1NC(=O)CSc1nncn1-c1cccnc1 | 8% | 6 | ? | 7% | -68% | -3% | 3% | -3.4 | 19%
2 | Cc1ccc(C(=O)NNC(=O)CNc2cccc(Cl)c2)cc1 | -1% | 2 | 1% | -2% | -44%[inhibitor] | 2% | -12% | 0.6 | -8%
3 | COc1ccc2nc(C)cc(SCC(=O)N/N=C/c3ccc(O)cc3O)c2c1 | -6% | 4 | 0% | 1% | -10% | -10% | ? | -0.8 | ?
4 | O=C(O)c1ccc(CSc2ncnc3c2cnn3Cc2ccccc2)cc1 | -17% | 1 | 0% | -5% | i | -1% | -23% | -0.8 | 13%
5 | COc1ccc(C)cc1NC(=O)c1[nH]c(C)c(C(C)=O)c1C | 14% | -3 | 0% | 3% | -5%[57.5 µM] | -2% | -10% | -3.7 | -10%
6 | Cc1ccc(C(CC(=O)NCc2ccco2)c2ccccc2)c(O)c1 (stereo not given) | 14% | . | -5% | 6% | -10% | 3% | 1% | -2.0 | 0%
7 | Cc1ccc(C)c(-c2cc(C(=O)Nc3sc(C)c(C)c3C(N)=O)c3ccccc3n2)c1 | -4% | . | -11% | -3% | -22%[57.5 µM] | 14% | -12% | -1.4 | -3%
8 | COc1ccc(/C(C)=N/OC/C(O)=C(\C#N)c2nc3ccccc3[nH]2)cc1 | 16% | -20 | -6% | 2% | -10% | -4% | -4% | -2.5 | -5%
9 | O=C(Nc1ccc(N2C(=O)C3C4C=CC(C4)C3C2=O)cc1)Nc1nnc(C(F)(F)F)s1 (stereo not given) | -5% | 1 | -2% | -5% | -2% | -6% | -23% | 4.6 | ?
10 | CCN(c1ccc(NC(=O)COC(=O)c2ccc([N+](=O)[O-])o2)cc1)C(C)C | 6% | -1 | -13% | -2% | i | -1% | 5% | -2.0 | -23%
11 | CCn1nc(-c2ccccc2)c2nc3ccccc3nc21 | -21% | 30 | ? | 2% | -21% | -197%[inhibitor] | 399%[activator] | 9.6 | 8%
12 | CCCN1C2CCCC1CC(NC(=O)c1ccccc1OCC)C2 (stereo not given) | 11% | . | 1% | -11% | i | -2% | 4% | -1.5 | -1%
13 | CCS(=O)(=O)n1nc(-c2ccc(Cl)cc2)nc1SCc1ccccc1 | -18% | -7 | -19% | 8% | -26% | 12% | -16% | -6.9 | -13%
14 | Cc1cc(C)cc(Oc2nn[nH]n2)c1 | -1% | . | 1% | -15% | i | 3% | -6% | 0.5 | 12%
15 | COc1ccccc1C(=O)Nc1ccc(N2CCN(C(C)=O)CC2)cc1 | -2% | 0 | -5% | 3% | i | 8% | 5% | -0.1 | 100%[activator]
16 | CC1CCCC(NC(=O)CCC(=O)NCc2ccccc2)C1C (stereo not given) | -21% | 4 | -3% | -3% | -8% | 0% | 5% | 0.5 | 1%
17 | CN1CCN(CCC=C2c3ccccc3Sc3ccc(S(=O)(=O)N(C)C)cc32)CC1 | -1% | 0 | -4% | ? | -24% | 2% | 8% | -0.4 | 5%
18 | CC1CCCC(C)N1C(=O)COC(=O)c1ccc(S(=O)(=O)N(C)c2ccccc2)cc1 (stereo not given) | -26% | 0 | 0% | 9% | -34%[inhibitor] | 3% | -3% | 0.3 | ?
19 | Cc1cccc(NC(=O)c2cccc(C(=O)Nc3cccc(C)c3)n2)c1 | -22% | -5 | -9% | 12% | -16% | 12% | -15% | -0.5 | 20%
20 | COc1ccccc1N(CC(=O)N/N=C/c1ccc(OCC(=O)NCc2ccco2)cc1)S(=O)(=O)c1ccc(C)cc1 | -4% | -20 | -13% | -1% | i | -10% | -3% | -3.2 | ?
21 | c1ccc(CN2CCC3CC2c2c3cccc2N2CCOCC2)cc1 (stereo not given) | 5% | 0 | 5% | 4% | -12% | -4% | 4% | 0.8 | 12%
22 | CN(C)C(CNC(=O)c1cccc(S(=O)(=O)Nc2ccccc2Cl)c1)c1ccco1 (stereo not given) | -5% | 5 | -2% | -1% | -17% | -8% | -1% | 1.9 | 2%
23 | CC(C)CCN1C(=O)c2ccc(C(=O)Nc3ccccn3)cc2C1=O | 4% | 0 | -5% | 1% | i | 9% | -8% | 0.4 | 22%
24 | COCCNC(=O)C1CCCN(C(=O)COCc2ccccc2)CC1 (stereo not given) | 14% | -1 | 0% | -1% | i | 2% | 3% | 1.0 | 4%
25 | CC(=O)c1cn(C)c(=O)c2ccccc12 | -8% | 2 | -4% | -5% | i | -1% | -6% | 0.6 | 7%
26 | CC1CC(C)CN(CCCNC(=O)c2cc3c(s2)-c2ccccc2OC3)C1 (stereo not given) | 3% | 1 | -5% | -1% | ? | -5% | -24% | -4.0 | ?
27 | NC(=S)Nc1ccc(F)cc1F | 0% | 5 | 2% | -4% | -30% | -3% | 3% | -2.7 | -3%
28 | Nc1c(Cl)cc(C2=NCCn3c2c2ccccc2[n+]3[O-])cc1Cl | 7% | 0 | 0% | -3% | i | -11% | ? | 0.1 | 46%[activator]
29 | CCn1ccnc1[C@@H]1C[C@H]2CN(Cc3ccccc3OC)C(=O)[C@]23CCCN13 | -13% | 2 | 3% | 8% | i | -4% | 6% | 0.9 | -3%
30 | S=c1nc(-c2ccccc2)[nH]c2ccccc12 | -4% | -11 | -23% | 3% | i | -2% | ? | -3.5 | 18%
31 | O=C1N=C(N2CCCCC2)S/C1=C\c1ccncc1 | 8% | 10 | -7% | -3% | -20% | 5% | 5% | -0.5 | -2%
32 | CC(=O)N(c1ccc(Cl)cc1)c1c[nH]c2ccccc12 | -22% | . | -6% | 2% | 28%[57.5 µM] | -8% | 1% | 0.1 | -8%
33 | Cc1ccc(-c2noc(-c3c(C)noc3C)n2)cc1 | -15% | 5 | -9% | -2% | -23% | 0% | 5% | 0.3 | 7%
34 | CN(C(=O)c1cccc(C#N)c1)c1nnc(-c2ccccn2)s1 | -2% | 1 | ? | 8% | i | 2% | 78%[activator] | 2.8 | 49%[activator]
35 | CC(=O)c1ccc(NC(=O)C(C)OC(=O)C(C)Oc2cccc(C)c2)cc1 (stereo not given) | 0% | 6 | 1% | -1% | -24% | 3% | -8% | -2.2 | 15%
36 | O=C(CN1C(=O)C2C3CCC(C3)C2C1=O)Oc1ccc2ccccc2c1 (stereo not given) | -21% | 0 | 1% | 13% | -1% | 5% | 10% | -2.4 | -1%
37 | CC1CCc2[nH]c3ccc(C(=O)N(C)CC(=O)Nc4ccccc4C(F)(F)F)cc3c2C1 (stereo not given) | -10% | 9 | -11% | -1% | -42%[inhibitor] | -5% | ? | -0.5 | ?
38 | CN(C)CCn1cnc2c1c(=O)[nH]c(=O)n2Cc1ccccc1 | -3% | 1 | 7% | -4% | i | -3% | 5% | -2.9 | 20%
39 | CN(C(=O)CSc1nnc(C2CC2)n1-c1ccccc1)C1CCS(=O)(=O)C1 (stereo not given) | 8% | 7 | 3% | -5% | i | 9% | -4% | 0.3 | -5%
40 | O=C(CCN=C1NS(=O)(=O)c2ccccc21)OCc1nnc(-c2ccc([N+](=O)[O-])cc2)o1 | 4% | ? | -1% | 0% | i | 0% | 20% | -4.7 | 22%
41 | O=C(Nc1ccc(Cl)cc1Cl)c1ccc2ncsc2c1 | 7% | 2 | -18% | 11% | -9% | 5% | 2% | -1.1 | 24%
42 | Cc1[nH]c2ccc3ncccc3c2c1C | -14% | 1 | -8% | 5% | i | 2% | 1% | -1.5 | 26%
43 | CCn1c(C)[n+](CCOC(C)=O)c2cc(Cl)c(Cl)cc21 | 0% | 2 | -1% | -3% | -11% | -4% | 5% | 0.2 | 9%
44 | CN1C(=O)[C@H]2[C@@H](/C=C/c3ccccc3)N3C(=O)CN(Cc4ccccc4)C(=O)[C@@]3(C)[C@H]2C1=O | -13% | -4 | -13% | 12% | -16% | -36%[inhibitor] | -19% | 0.7 | 7%
45 | O=C(C[C@@H]1C/C=C\C[C@H](Cc2ccc(F)cc2)C(=O)OCCNC1=O)NCCO | -4% | 2 | -2% | 2% | i | -6% | 10% | -1.1 | -12%
46 | Cc1cccc(-n2c(C)cc(C(=S)N3CCOCC3)c2C)c1C | 3% | -16 | ? | 1% | i | -10% | 5% | -0.2 | -12%
47 | Cc1cccc(OCC(O)Cn2c(=N)n(CCN3CCCCC3)c3ccccc32)c1 (stereo not given) | 0% | . | -2% | -12% | 2%[57.5 µM] | 2% | ? | -3.7 | ?
48 | OC(c1cccnc1)c1nc(-c2cccc(F)c2)cs1 (stereo not given) | -4% | 6 | 2% | 8% | i | -3% | -8% | 2.2 | -27%
